# GAA inh – blocks human lysosomal alpha-glucosidase; P10253; purified human GAA, 4-MU-alpha-glucoside fluorescence; Potency, µM (titrated, usually from 76.9 µM), for the others: at the top dose activity change, negative = inhibition, usual class: inhibitors; actives 0.005% (n = 200,000);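 note: plate controls were uninhibited enzyme wells for no effect and no-enzyme background for full effect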
#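 Fluorogenic assay: 4 nM human alpha-glucosidase with 400 uM 4-methylumbelliferyl-alpha-D-pyranoside in 50 mM citrate/phosphate, 0.005% Tween-20, pH 5.0, 20 min at room temperature. Compounds tested up to 77 uM; AC50 from Hill fits.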
# TexasRed fluor – Texas Red fluorescence interference in TRb-SRC2 counter-screen | AID 1479 | Potency, µM (series often up to 106 µM), inactives show top-dose fluorescence change, negative = quenching | actives 0.29% (n = 280,000) | TRb/SRC2 Texas Red total fluorescence interference; active = well fitted curve in either direction with a large enough effect; inconclusive = small, poorly fitted or top-dose-only effect
#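 Human TRb ligand-binding domain at 0.6 uM with 20 nM Texas Red SRC2 peptide in Tris buffer containing 1 uM T3 and 5% DMSO, incubated with compound 5 h at ambient temperature. Total fluorescence (555/632 nm) calculated as parallel + 2 × perpendicular.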
# RECQ1 inh – blocks DNA unwinding by human RECQ1 | P46063 | RECQ1 DNA unwinding, red fluorescence kinetic read | Potency, µM (highest dose often 57.3 µM), without a hit: top-dose activity, negative = inhibition, usual class: inhibitors | actives 0.54% (n = 240,000) | AID 2549;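 note: plate controls were vehicle for no effect and no enzyme for full effect; nearly all actives have a fitted effect of over 30% in size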
#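 50 nM RECQ1T1 preincubated 15 min with compound in Tris pH 8.0 buffer with MgCl2, DTT, Tween-20 and 2.5 ug/ml poly(dI-dC); started with 200 nM TAMRA/BHQ-2 forked duplex and 2 mM ATP. Unwinding read as fluorescence (525/598 nm), two reads 2 h apart.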
# TRb SRC2 PPI – disrupts binding of human TR beta to SRC2; P10828; TRbeta-SRC2 peptide binding, fluorescence polarization; receptor liganded with 1 µM T3; Potency, µM (series often up to 106 µM), for inactives: top-dose activity change, negative = inhibition, actives largely listed as inhibitors; actives 0.065% (n = 280,000);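 note: plate controls were bound peptide for no effect and peptide without receptor for full effect; nearly all actives have a fitted effect of over 50% in size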
# Target sequence (P10828 whole entry, looked up): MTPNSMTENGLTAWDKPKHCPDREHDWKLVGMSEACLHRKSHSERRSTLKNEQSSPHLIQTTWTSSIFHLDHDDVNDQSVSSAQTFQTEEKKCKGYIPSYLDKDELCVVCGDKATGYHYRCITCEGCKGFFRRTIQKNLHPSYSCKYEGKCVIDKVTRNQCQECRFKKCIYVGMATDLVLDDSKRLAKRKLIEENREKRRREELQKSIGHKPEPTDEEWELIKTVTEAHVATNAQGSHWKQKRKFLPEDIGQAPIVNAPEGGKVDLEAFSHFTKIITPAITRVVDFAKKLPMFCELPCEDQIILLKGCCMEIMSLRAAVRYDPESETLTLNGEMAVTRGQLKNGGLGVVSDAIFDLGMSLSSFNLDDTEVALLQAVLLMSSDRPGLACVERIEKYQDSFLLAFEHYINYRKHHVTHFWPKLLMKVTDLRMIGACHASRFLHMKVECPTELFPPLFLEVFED
#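 TRb LBD 0.6 uM + Texas Red SRC2 peptide 20 nM, 1 uM T3, Tris buffer w/ 5% DMSO; compound pinned, 5 h RT; FP read ex 555/em 632; normalized to unbound and bound controls.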
# L3MBTL1 block – inhibitors of human L3MBTL1; Potency, µM (highest dose often 57.1 µM), for the others: top-dose activity, negative = inhibition, hits mostly inhibitors; Q9Y468; actives 0.66% (n = 230,000); AlphaScreen L3MBTL1–H3K9me1 peptide binding; AID 485360; note: nearly all actives have a fitted effect of over 60% in size
#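 L3MBTL1 (50 nM) pre-complexed 30 min with biotinylated H3(1-15)K9me1 peptide (75 nM), then compounds added for 30 min at room temperature; AlphaScreen streptavidin donor/nickel chelate acceptor beads (10 ug/mL final) read after 30 min dark incubation.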
# aGlu spleen mod – lysosomal alpha-glucosidase (human) modulation | actives 0.006% (n = 240,000) | P10253 | AID 2112 | human spleen homogenate, 4-MU-alpha-glucoside fluorescence | Potency, µM (top dose mostly 79.9 µM), without a hit: top-dose activity change, negative = inhibition, most hits filed as inhibitors;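 note: 0% = enzyme with vehicle and -100% = no enzyme basal signal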
#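 Human spleen homogenate (1 ug) incubated with compounds and 1 mM 4-methylumbelliferyl-alpha-D-glucopyranoside in pH 5.0 citrate/phosphate buffer, 37 C, 40 min. Stopped at pH 10; 4-MU fluorescence (Ex 365/Em 440 nm); AC50 by Hill fit.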
# GAA glycogen – GAA glycogen-cleavage inhibition or activation; recombinant GAA, glycogen substrate, Amplex Red glucose oxidase fluorescence; P10253; actives 0.38% (n = 300,000); AID 2100; Potency, µM (series often up to 76.4 µM), for inactives: at the highest dose activity change, negative = inhibition, usual class: inhibitors;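 note: 0% = full enzyme reaction and -100% = no-enzyme basal signal; the screen sought inhibitors and activators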
#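 Natural-substrate format: glycogen cleavage by 4 nM human enzyme, glucose read by Amplex Red coupling (Ex 573, Em 610 nm). Normalized to enzyme and no-enzyme controls.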
# GoLoco inh red – blocks human Gai1 binding to RGS12 GoLoco peptide, red readout; Gai1:RGS12 GoLoco peptide FP, rhodamine, 10 min; Potency, µM (top dose mostly 61.6 µM), for the others: top-dose activity, negative = inhibition, usual class: inhibitors; actives 0.44% (n = 230,000); AID 880; active = well fitted inhibition curve with a large enough effect, not every such curve was filed as active; inactive = no such curve, though single readings can be large or run the other way; note: nearly all actives have a fitted effect of over 30% in size; many of its hits are not listed in these tables
# Target sequence (P63096 whole entry, looked up): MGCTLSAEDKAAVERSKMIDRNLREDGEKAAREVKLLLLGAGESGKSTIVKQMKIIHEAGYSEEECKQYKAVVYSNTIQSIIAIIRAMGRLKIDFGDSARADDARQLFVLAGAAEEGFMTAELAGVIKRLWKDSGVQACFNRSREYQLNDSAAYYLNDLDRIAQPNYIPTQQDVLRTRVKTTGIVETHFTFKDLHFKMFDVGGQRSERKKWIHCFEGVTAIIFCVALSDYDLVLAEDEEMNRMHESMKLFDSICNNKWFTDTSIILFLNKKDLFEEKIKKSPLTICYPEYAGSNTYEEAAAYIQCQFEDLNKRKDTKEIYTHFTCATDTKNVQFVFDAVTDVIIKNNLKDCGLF
# The depositor's hits bear a star; i = inactive; ? = inconclusive; / = not tested or not shown; & = joins results of further samples; [ ] = another dose, or the depositor's remark. Unless noted, calls come from the whole dose curve; as a rule, active = well fitted curve in the direction sought with a large enough effect; inconclusive = small, poorly fitted or top-dose-only effect, or another doubt; inactive = no such curve, though single readings can be large; an effect the other way counts as inactive or inconclusive. Unless noted, % is set by controls: 0 for no effect and ±100 for the full control effect; potency is the fitted concentration of half-maximal effect. An excerpt; the hit share may differ from the screen's.
SMILES,GAA inh,TexasRed fluor,RECQ1 inh,TRb SRC2 PPI,L3MBTL1 block,aGlu spleen mod,GAA glycogen,GoLoco inh red
COc1ccc(NC(=O)Nc2nnc(N3CCCCC3C)s2)cc1OC (stereo unspecified),1%,-3%,-7%,3%,2%,-3%,-8%,-2%
CC1(C)Cc2c(c(N3CCOCC3)nc3sc4c(=O)[nH]cnc4c23)CS1,-5%,-5%,0%,-6%,-6%,-6%,-10%,5%
CCN(CC)CC(=O)Nc1ccccc1SCC(=O)Nc1ccsc1C(=O)OC,2%,0%,i,-5%,9%,-2%,19%,16%
CCn1cc(C(=O)NCCN(C)CCc2ccccc2)c(=O)c2cc(S(=O)(=O)N(C)C)ccc21,0%,0%,5%,-2%,-5%,-7%,2%,11%
CC(/C=N/NC(=O)c1ccncc1)=C\c1ccco1,-4%,-3%,1%,-1%,/,5%,0%,2%
CCC(=O)Nc1ccc(NC(=O)C23CC4CC(CC(C4)C2)C3)cn1,6%,-4%,-5%,-2%,3%,9%,7%,6%
O=C(COC(=O)COc1ccccc1)Nc1ccc(S(=O)(=O)N2CCOCC2)cc1,?,-4%,i,-6%,-1%,-3%,-13%,3%
O=S(=O)(c1ccccc1)c1nc(-c2ccccc2)oc1NCc1cccnc1,-4%,0%,-3%,4%,-4%,-5%,-11%,1%
Cc1ccc(NC(=O)c2nnn(-c3cccc(C(F)(F)F)c3)c2N)cc1,6%,-4%,-1%,-2%,/,-13%,-5%,-1%
FC(F)(F)c1nc2ccccc2n2c(-c3ccc(Cl)cc3)nnc12,7%,1%,i,-5%,3%,-1%,7%,-5%
CCNc1nc(Oc2ccc(Cl)cc2Cl)cc(C(F)(F)F)n1,?,-1%,-11%,-23%,35%[activator],-2%,0%,-17%
COC(=O)C(NC(=O)c1ccccc1Cl)(Nc1ncc(S(=O)(=O)c2ccc([N+](=O)[O-])cc2)s1)C(F)(F)F (stereo unspecified),?,-3%,i,-2%,/,-3%,-7%,5%
CN(Cc1cccc(-n2cccn2)c1)C(=O)CCc1nnc(C2CCCCC2)o1,-5%,1%,-3%,4%,2%,1%,-1%,-1%
COc1cc2nc(CCc3ccccc3)oc(=O)c2cc1OC,-5%,-7%,i,-2%,10%,-1%,13%,17%
Cc1ccccc1C1=NC(c2ccc(F)cc2F)ON1 (stereo unspecified),-5%,7%,-4%,-7%,/,9%,3%,2%
O=C(NCc1cccnc1)c1ccc(CS(=O)(=O)c2ccc(Br)cc2)o1,2%,-1%,-1%,-3%,/,0%,0%,20%
C=CCNC(=O)COc1ccc(Br)cc1Cl,1%,-5%,-12%,-2%,7%,-2%,-1%,8%
COc1ccc(-n2cnc3ccccc32)cc1,-6%,-4%,-11%,2%,/,6%,5%,10%
O=C(NNc1c2ccccc2nc2ccccc12)C12CC3CC(CC(C3)C1)C2,/,-2%,-11%,2%,4%,2%,-5%,3%
O=C1C(NS(=O)(=O)c2cccs2)=C(N2CCN(c3cccc(C(F)(F)F)c3)CC2)C(=O)c2ccccc21,-12%,-4%,-14%,-10%,/,4%,-9%,10%

# Pulled by compound from the entries so far (6):
SMILES,GAA inh,TexasRed fluor,RECQ1 inh,TRb SRC2 PPI,L3MBTL1 block,aGlu spleen mod,GAA glycogen,GoLoco inh red
C=CCNC(=O)COc1ccc(Br)cc1Cl,1%,-5%,-12%,-2%,7%,-2%,-1%,8%
Cc1ccccc1C1=NC(c2ccc(F)cc2F)ON1 (stereo unspecified),-5%,7%,-4%,-7%,/,9%,3%,2%
O=C(NCc1cccnc1)c1ccc(CS(=O)(=O)c2ccc(Br)cc2)o1,2%,-1%,-1%,-3%,/,0%,0%,20%
O=C1C(NS(=O)(=O)c2cccs2)=C(N2CCN(c3cccc(C(F)(F)F)c3)CC2)C(=O)c2ccccc21,-12%,-4%,-14%,-10%,/,4%,-9%,10%
COc1ccc(-n2cnc3ccccc32)cc1,-6%,-4%,-11%,2%,/,6%,5%,10%
COc1cc2nc(CCc3ccccc3)oc(=O)c2cc1OC,-5%,-7%,i,-2%,10%,-1%,13%,17%

# Further entries
SMILES,GAA inh,TexasRed fluor,RECQ1 inh,TRb SRC2 PPI,L3MBTL1 block,aGlu spleen mod,GAA glycogen,GoLoco inh red
CCCCNC(=O)OCCSCCS(=O)(=O)c1ccc(Cl)cc1,/,-3%,-8%,2%,6%,-7%,11%,4%
CCCCOc1ccc(C(=O)N/N=C/c2ccc(OCCN3CCCCC3)c(OC)c2)cc1,-10%,-2%,2%,-6%,-8%,-9%,2%,-8%
COc1cccc(C(=O)Nc2ccc(-c3nc4ccccc4o3)c(O)c2)c1,?,-4%,-4%,-2%,-4%,-2%,3%,79%[activator]
O=C(c1cc2ccccc2oc1=O)N(Cc1ccco1)CC1CCCO1 (stereo unspecified),7%,-1%,-11%,7%,/,-2%,1%,1%
COC(=O)Nc1ccc(S(=O)(=O)N2CCC(C(=O)N3CCCC(C)C3)CC2)cc1 (stereo unspecified),5%,-1%,12%,-8%,-11%,-5%,6%,24%
O=C(CSCc1ccc(Cl)cc1)NCC1CCCO1 (stereo unspecified),-23%,-1%,i,-5%,5%,-1%,8%,2%
CCOc1ccc(-n2c(C)c(C(C)=O)c3cc(OCC(N)=O)ccc32)cc1,?,-2%,-12%,-8%,-22%,-4%,0%,4%
COc1cc(/C=N/NC(=O)c2cc(C)oc2C)ccc1O,-3%,-5%,i,-3%,/,-4%,?,4%
Nc1ccc(-c2nnc(-c3ccc(-c4ccccc4)cc3)o2)cc1,5%,1%,-1%,0%,18%,13%,-3%,-1%
Cc1cc2ncc(C(=O)N=CN(C)C)cn2n1,-10%,-4%,i,-7%,4%,/,14%,-3%

# Reprinted from the part before: six compounds; new compounds follow.
SMILES,GAA inh,TexasRed fluor,RECQ1 inh,TRb SRC2 PPI,L3MBTL1 block,aGlu spleen mod,GAA glycogen,GoLoco inh red
COC(=O)Nc1ccc(S(=O)(=O)N2CCC(C(=O)N3CCCC(C)C3)CC2)cc1 (stereo unspecified),5%,-1%,12%,-8%,-11%,-5%,6%,24%
O=C(CSCc1ccc(Cl)cc1)NCC1CCCO1 (stereo unspecified),-23%,-1%,i,-5%,5%,-1%,8%,2%
CCOc1ccc(-n2c(C)c(C(C)=O)c3cc(OCC(N)=O)ccc32)cc1,?,-2%,-12%,-8%,-22%,-4%,0%,4%
COc1cc(/C=N/NC(=O)c2cc(C)oc2C)ccc1O,-3%,-5%,i,-3%,/,-4%,?,4%
Nc1ccc(-c2nnc(-c3ccc(-c4ccccc4)cc3)o2)cc1,5%,1%,-1%,0%,18%,13%,-3%,-1%
Cc1cc2ncc(C(=O)N=CN(C)C)cn2n1,-10%,-4%,i,-7%,4%,/,14%,-3%
Cc1ccc(CSc2ccc(-c3ccc4c(c3)OCO4)nn2)cc1,-1%,6%,-6%,5%,-10%,-2%,17%,7%
CS/C(=C\[N+](=O)[O-])Nc1ccc(F)cc1,1%,-2%,-2%,-15%,/,-1%,7%,-8%
COc1ccc(NC(=O)C2CCN(C(=O)c3ccc(OC)cc3)CC2)cc1,7%,-6%,-5%,-6%,/,-10%,13%,6%
CC1CCN(c2ccc(NC(=S)NC(=O)c3ccco3)cc2)CC1,3%,0%,-10%,1%,-1%,-2%,-12%,0%
Cc1cc(NC(=O)c2ccc3c(c2)OCO3)ccc1NC(=O)c1ccco1,?,-4%,-7%,0%,-7%,3%,3%,4%
COC(=O)CSc1nc2sc3c(c2c(=O)[nH]1)CCC3,/,-3%,-18%,10%,-14%,9%,4%,7%
COc1ccc(OC)c(C(=O)COC(=O)C2CC3CCCC(C2)C3=O)c1 (stereo unspecified),-7%,2%,8%,4%,/,0%,-5%,-11%
CC(C)(C)c1ccc(C(=O)NNc2ncccc2-n2cccc2)cc1,1%,-1%,8%,5%,-16%,-2%,?,16%
N=C(N)N1Cc2ccccc2C(O)C1 (stereo unspecified),/,-1%,-12%,-1%,/,6%,/,/
CN(C)S(=O)(=O)c1cccc(NC(=S)N/N=C/c2cc(Br)ccc2O)c1,/,-9%,-16%,4%,10µM*,-4%,-1%,4%
COC(=O)c1ccccc1NC(=O)Cn1c(CCC(=O)O)ccc1-c1cccs1,2%,-9%&-2%,i,10%&-8%,/,-2%,7%[76.3 µM],6%
COc1ccc(CCNC(=O)c2ccc(Cl)cc2Cl)cc1,-1%,0%,-11%,8%,/,6%,2%,-5%
Cn1c(=O)cc(OCCCC(=O)NC2CCCC2)c2ccccc21,-6%,-3%,-1%,-6%,0%,-5%,8%,0%
CC1(C)CCSC(/C=C/c2ccccc2)=N1,/,3%,i,5%,-8%,0%,2%,2%
S=C(NCCc1c[nH]c2ccccc12)NC1CC1,5%,-2%,18%,-6%,-10%,0%,2%,5%
O=C(O)Cc1ccc(NC(=O)c2cccc(NC(=O)c3ccco3)c2)cc1,/,-2%,i,1%,-1%,-13%,17%,3%
CC1CN(Cc2nc3c(c(=O)n(C)c(=O)n3C)n2CCN2CCOCC2)CC(C)O1 (stereo unspecified),-5%,-5%,i,-4%,10%,-1%,9%,5%
Cc1ccc(-c2cn(-c3ccc(OC(F)F)cc3)c3[n+]2CCCCC3)cc1,/,-4%,-13%,-1%,9%,0%,4%,11%
CN1[C@H](CC(=O)c2ccccc2)CCC[C@H]1C[C@H](O)c1ccccc1,/,0%,i,-6%,/,7%,/,-1%
Cc1ccc(-c2nc3ncccn3c2Nc2ccc3c(c2)OCCO3)o1,-3%,-1%,-8%,5%,/,-4%,14µM*,5%
O=C(NCCO)C(=O)c1c(-c2ccccc2)cc2ccccn12,-11%,2%,-4%,5%,?,2%,5%,13%
CCN(CC)S(=O)(=O)c1cnccc1N1CCN(c2cccc(Cl)c2)CC1,-1%,0%,-5%,1%,-8%,2%,-11%,10%
O=C1c2cccnc2C(=O)N1C1CCCCC1,-12%,-4%,-1%,3%,2%,-5%,2%,8%
